# Screening results: PubChem, several laboratories
# BaF3 parental: parental Ba/F3 cell viability inhibition, counter-screen for JAK2V617F inhibitor project, murine pro-B, CellTiter-Glo luminescence | inhibition, % at 5.6 µM | 220,000 tested, 1.1% active | CellTiter-Glo ATP luminescence;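 active = inhibition above a per-campaign cutoff, the mean inhibition of all tested compounds plus 3 SD, cut at about 27% in these data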;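 note: 0% = DMSO wells and 100% = JAK Inhibitor I control wells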
# Ba/F3 V617F tox: reduced viability of JAK2V617F-dependent Ba/F3 cells, primary screen, JAK2V617F inhibitor project, cell-based, Ba/F3 EpoR-JAK2V617F, luminescence | ATP luminescence | inhibition, % at 5.6 µM | 220,000 tested, 1.1% active;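 active = inhibition above the campaign mean plus 3 SD over all tested compounds, cut at about 24% in these data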;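 note: cytokine-independent growth of Ba/F3 cells driven by EpoR plus mutant JAK2; 0% = DMSO-treated cells and 100% = JAK inhibitor I control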
# RBBP9 inhibitor: human RBBP9 inhibitors, primary screen, biochemical, fluorescence polarization, FP-Rh probe, HTS. recombinant RBBP9. 220,000 tested, 0.2% active. Serine hydrolase RBBP9 (Homo sapiens), O75884. inhibition, % at 7.94 µM;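 active = inhibition above the campaign mean of all tested compounds plus 3 SD, cut at about 14% in these data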;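 note: plate controls were DMSO wells with RBBP9 for no effect and wells lacking RBBP9 protein for full effect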
# Target sequence (O75884 whole entry, looked up): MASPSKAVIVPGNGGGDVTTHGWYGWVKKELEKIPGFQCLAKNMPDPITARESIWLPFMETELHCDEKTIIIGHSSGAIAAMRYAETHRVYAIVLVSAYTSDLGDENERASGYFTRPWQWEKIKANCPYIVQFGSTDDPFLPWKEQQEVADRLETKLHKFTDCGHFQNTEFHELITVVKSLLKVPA
#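 System: RBBP9 protein / Buffer or medium: Tris/NaCl buffer pH 8.0 with 0.1% Pluronic / Probe or stimulus: Serine-hydrolase probe FP-Rh, 375 nM pre-mixing / Dosing: 7.94 µM single dose, 0.794% DMSO / Times: enzyme-compound preincubation 30 min, then probe labeling 45 min, 25 °C / Technique: fluorescence polarization (mP), excitation 525 nm, emission 598 nm / Replication: singlicate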
# NPY-Y2 PAM-ag: NPY-Y2 potentiators or agonists, primary screen, cell-based | cells expressing NPY-Y2, potentiator/agonist read-out | 220,000 tested, 0.45% active | Neuropeptide Y receptor type 2 (Homo sapiens), P49146 | activation, % at 3.6 µM; in the data active = activation above about 27%;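 note: cells stimulated with NPY near EC25 plus isoproterenol at EC100; 0% = vehicle plus submaximal agonist and 100% = vehicle plus saturating agonist; some results beyond the cut were filed as inactive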
# Target sequence (P49146 whole entry, looked up): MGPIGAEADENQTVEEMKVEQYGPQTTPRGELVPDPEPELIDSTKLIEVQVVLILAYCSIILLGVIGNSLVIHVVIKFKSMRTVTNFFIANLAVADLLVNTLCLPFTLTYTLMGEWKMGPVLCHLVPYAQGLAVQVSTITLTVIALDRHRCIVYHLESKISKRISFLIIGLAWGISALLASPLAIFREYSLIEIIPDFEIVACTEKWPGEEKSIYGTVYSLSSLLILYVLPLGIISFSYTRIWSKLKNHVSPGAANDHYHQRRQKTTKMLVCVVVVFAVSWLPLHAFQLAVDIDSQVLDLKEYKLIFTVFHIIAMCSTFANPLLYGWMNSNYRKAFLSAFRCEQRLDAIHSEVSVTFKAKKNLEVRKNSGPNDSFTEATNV
# S1P4 antag: S1P4 receptor antagonists, primary screen, cell-based | S1P4-expressing cells, antagonist mode, reporter read-out | inhibition, % at 4.98 µM | 220,000 tested, 0.26% active | AID 1510, 2009; in the data active = inhibition above about 29%;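 note: 0% = wells stimulated with agonist and 100% = vehicle wells without agonist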
# Runt-CBFb FRET: inhibitors of RUNX1 Runt–CBFb binding, primary screen, biochemical, FRET, Cerulean-Runt, Venus-CBFb, uHTS; AID 1496, 2009; 220,000 tested, 0.46% active; inhibition, % at 20 µM; Cerulean-Runt/Venus-CBFb FRET ratio 530/480, 1 h;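 active = inhibition over about 50% at 20 µM in the single-dose screen, limit read from the data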;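 note: 0% = DMSO wells and 100% = excess unlabeled CBFb competitor control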
#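 Reagent – Venus-CBFb binding partner, 100 nM · Assay system – Cerulean-tagged RUNX1 Runt domain (FRET donor) fusion protein · Input – 100 nM per protein · Incubation – two 1 h room-temperature incubations shielded from light · Measured by – FRET fluorescence · Medium – Tris buffer pH 7.5 with salts and BSA · Benchmarks – unlabeled CBFb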
# S1P4 agonist: S1P4 receptor agonists, primary screen, cell-based; Sphingosine 1-phosphate receptor 4 (Homo sapiens), O95977; S1P4-expressing cell line, agonist reporter assay; activation, % at 4.98 µM; 220,000 tested, 0.35% active; AID 1509, 2009; in the data active = activation above about 11%;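 note: 0% = DMSO vehicle and 100% = reference agonist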
# NPY1 pot ag: NPY-Y1 receptor potentiators or agonists, primary screen, cell-based; 220,000 tested, 0.37% active; NPY-Y1 expressing cells, potentiator/agonist activation; AID 1304, 2008; Neuropeptide Y receptor type 1 (Homo sapiens), P25929; activation, % at 3.6 µM; in the data active = activation above about 33%, passing the limit was not always enough;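 note: cells stimulated with NPY at EC10 then isoproterenol at EC100; 0% = low agonist plus stimulus and 100% = saturating agonist plus stimulus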
# Target sequence (P25929 whole entry, looked up): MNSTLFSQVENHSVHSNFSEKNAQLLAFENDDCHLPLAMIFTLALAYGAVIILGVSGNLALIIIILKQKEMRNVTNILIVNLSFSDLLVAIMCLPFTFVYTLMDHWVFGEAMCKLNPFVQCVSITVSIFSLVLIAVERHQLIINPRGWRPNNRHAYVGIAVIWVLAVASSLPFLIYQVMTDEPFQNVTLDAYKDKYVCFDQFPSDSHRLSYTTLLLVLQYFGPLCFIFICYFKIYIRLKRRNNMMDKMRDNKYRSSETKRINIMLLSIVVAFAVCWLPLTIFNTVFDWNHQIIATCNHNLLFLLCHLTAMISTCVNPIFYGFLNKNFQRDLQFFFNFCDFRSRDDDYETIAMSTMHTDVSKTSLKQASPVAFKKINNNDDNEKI
# NPY Y1 blocker: NPY-Y1 receptor antagonists, primary screen, cell-based. Neuropeptide Y receptor type 1 (Homo sapiens), P25929. HEK293-CNG Y1 cells, membrane potential fluorescence; NPY at EC95, then isoproterenol. inhibition, % at 3.6 µM. 200,000 tested, 1% active;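 active = inhibition above the campaign mean inhibition of all tested compounds plus 3 SD, cut at about 20% in these data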;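 note: 0% = DMSO wells given NPY plus isoproterenol and 100% = isoproterenol alone without NPY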
#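 material = HEK293 cells with Y1 receptor plus CNG channel | also added = NPY 25 nM then isoproterenol 1 µM plus Ro 20-1724 25 µM | schedule = dye 3 h, compound 60 min room temperature, stimulation 45 min | measured by = membrane potential fluorescence | benchmarks = high control isoproterenol alone, low control NPY with isoproterenol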
# Active calls of the source: *; . = not tested or not shown.
SMILES,BaF3 parental,Ba/F3 V617F tox,RBBP9 inhibitor,NPY-Y2 PAM-ag,S1P4 antag,Runt-CBFb FRET,S1P4 agonist,NPY1 pot ag,NPY Y1 blocker
Cc1nn(C(C)C(=O)O)c(=O)c2ccccc12 (configuration not stated),1,-2,18*,-21,-3,-3,-1.5,-10,6
CC(C)CNC(=O)CSc1nc2scc(-c3ccccc3)c2c(=O)[nH]1,8,2,-8,8,-1,-2,-0.3,-9,0
CCOc1cc(/C=N/NC(=O)COc2ccc(C)cc2)ccc1OC(=O)c1cccs1,-1,-4,-30,-8,-2,-2,-0.2,4,8
Cc1cc(NC(=O)CSc2nc3ccsc3c(=O)n2CCCCC(=O)O)no1,0,1,0,11,1,1,-0.5,-3,1
COc1ccc(C2NC(c3ccc(OC)cc3)C([N+](=O)[O-])C(C)(C)C2[N+](=O)[O-])cc1 (configuration not stated),-2,-2,-8,-5,-14,1,-0.2,-3,2
Cc1ccc(Nc2c(-c3ccc(C)o3)nc3cnccn23)cc1,8,0,6,-15,9,11,-5.3,-12,3
Cc1ccc(/C=N/Nc2cc(C)nc(N3CCOCC3)n2)cc1,1,1,-5,-15,7,0,2.6,-13,.
Cn1c(=O)c2c(nc(Br)n2CC(=O)c2cccs2)n(C)c1=O,4,-2,3,-5,-2,-1,0.5,-4,-1
CCOc1cc(-c2nc(C)c(C(C)=O)n2O)ccc1OCC(=O)Nc1cccc(C)c1,8,4,-2,4,-1,9,-0.2,-14,-6
Cc1nn(-c2ccccn2)c2c1C(=O)CC(C)(C)C2Br (configuration not stated),-1,-1,-6,15,2,2,0.1,14,.
Cc1ccc(C)c(-n2cc(CN3CCCN(C=O)CC3)c(-c3ccccc3)n2)c1,1,-1,-1,-6,-6,0,1.1,-3,5
COC(=O)c1ccc(Oc2ccc3nncn3n2)cc1,1,-3,1,4,-4,-1,-1.3,-23,0
c1ccc(Nc2nc(-c3ccncc3)cs2)nc1,0,2,-6,-8,9,1,1.3,26,-5
Cc1ccc2nc(N/N=C/c3ccco3)cc(C)c2c1,10,-1,7,-16,-6,0,-0.3,-21,4
COc1ccc(S(=O)(=O)Nc2cccnc2)c(Cl)c1Cl,2,-7,1,-12,0,-1,-0.8,7,-3
Cc1ccc(Nc2nc3ccccc3n3nnnc23)cc1,7,1,1,-7,-2,1,-1.4,-19,15
CCN(CC)CCN1C(=O)C(=O)/C(=C(/O)c2c(C)[nH]c(C(=O)OC)c2C)C1c1ccccc1OC (configuration not stated),4,-1,4,11,-17,1,-2.3,3,13
Cc1noc2ncnc(Sc3ccc(Br)cc3)c12,2,4,-9,17,-1,7,3.2,9,-2
COc1cccc(CC(=O)Nc2ccccc2C(=O)N2CCOCC2)c1,4,-1,-4,-4,-7,1,1.3,2,1
Cc1csc(N/N=C/c2ccccn2)n1,5,4,3,11,-4,2,-0.3,18,4
Cc1cccc(-n2nc3c(c2NC(=O)c2ccc(Br)o2)CSC3)c1C,2,1,1,-7,9,-2,0.7,-31,-4
COc1ccc(/C=N/NC(=O)c2cccc(NC(C)=O)c2)c(OC)c1,3,-1,1,-7,-2,.,1.7,-9,1
O=C1CN(c2ccc(Cl)cc2)C2(CCCCC2)S1,3,-4,-5,8,-3,-2,2.3,1,2
CCOC(=O)CN1C(=O)CSc2ccc(S(=O)(=O)N3CCCC3)cc21,0,2,2,-16,-5,0,1.4,-5,.
COc1ccc(/C=C(\C#N)C(=O)c2c(C)[nH]c3ccccc23)cc1OC,4,-1,2,10,0,-2,0.3,13,9
CC1CCN(C(=O)C2CCC(C)(C(=O)O)C2(C)C)CC1 (configuration not stated),7,0,-4,-3,-7,-2,-0.2,-14,-1
CCOC(=O)C(=CNc1cccc(N)n1)C(=O)OCC,1,3,-3,3,-16,4,2.2,15,5
Cn1c(C2=C(O)CN(Cc3ccccc3)C2=N)[n+](C)c2ccccc21,-1,-4,-9,2,8,-1,-0.8,17,-4
CC(Oc1cc(F)ccc1[N+](=O)[O-])C(=O)Nc1ccc(S(=O)(=O)N2CCCC2)cc1 (configuration not stated),4,-3,2,7,-19,0,-0.3,-7,-2
O=C(COc1ccc2ccccc2c1)N1CCN(C(=O)c2ccc([N+](=O)[O-])cc2)CC1,3,-1,0,-6,-17,-3,0.9,-24,5
CN1CCN(c2ccc(C(=O)c3ccc(F)cc3)cc2)CC1,0,-3,-8,8,-24,-2,0.4,-4,-8
CCN(CC)c1nc(SCC(=O)O)nc(N(CC)CC)n1,4,-5,5,3,-17,2,0.8,-8,3
COc1cc(OCC(N)=O)cc(OC)c1OC,3,-3,-4,1,-3,-1,1.7,7,-2
CN(C)c1ccc(C(=O)N2CCN(c3cc(C(F)(F)F)nc4ccccc34)CC2)cc1,0,5,-8,-15,16,-1,-0.5,-5,.
Cc1cccc(Nc2nnc(C)c(=O)n2N)c1,4,-1,-4,2,-21,1,-0.8,31,4
O=C(COC(=O)CCN1C(=O)c2ccccc2C1=O)Nc1ccc(S(=O)(=O)N2CCCC2)cc1,4,4,-11,-24,16,1,0.0,-14,0
CCOC(=O)c1cc(-c2ccc(F)cc2)n(CC(=O)Nc2nccs2)c1C,3,-3,-6,9,-16,.,-1.9,5,-6
O=C(NC1CCCCC1)NC1CC2CCC(C1)N2C(=S)NCc1ccco1 (configuration not stated),0,-1,1,-9,-1,8,-0.3,-6,2
O=C(COC(=O)c1ccccc1Br)NCCN1C(=O)CSC1=O,6,1,-11,-5,-16,1,1.5,3,-2
Cc1cc(=O)[nH]c2c1c(-c1ccccc1)nn2C,-2,-6,-6,7,11,2,-0.5,13,.
O=C(CSc1ncccn1)Nn1cnnc1,9,1,3,10,-8,-2,1.2,0,3
Cc1cc(=O)nc2c3ccccc3n(CC(=O)Nc3ccccc3Br)n12,-6,-2,-6,-19,-10,1,-1.5,-1,.
Cc1cccc(Cn2c(Cc3ccccc3)nc3ccccc32)c1,2,1,-8,15,-9,-2,0.6,6,4
CCc1c(C)nc(SCC(=O)Nc2ccc3c(c2)OCCO3)[nH]c1=O,5,0,-7,-8,-2,1,0.3,4,9
CCC(c1nnnn1C1CCCC1)N1CCN(c2cccc(OC)c2)CC1 (configuration not stated),2,-1,-11,-9,3,0,-1.6,-9,10
O=C1c2ccccc2OC2(C=Cc3ccccc3O2)N1Cc1ccccc1 (configuration not stated),3,1,0,0,0,1,-3.6,11,0
CCOC(=O)c1cnc2ccccc2c1Nc1cccc(C(=O)O)c1,2,-5,-1,11,-26,-1,1.9,13,1
Cc1nnc(NC(=O)COc2ccc3c(C)cc(=O)oc3c2)s1,0,-3,-5,0,-28,8,-0.8,-3,-2
O=C(CN1CCC(O)(c2ccccc2F)CC1)NCCc1c[nH]c2ccccc12,5,1,-8,9,-22,-2,-1.4,2,9
O=C(NCc1ccccc1)c1ccc2nccnc2c1,-2,-2,5,-9,-18,-1,2.2,-11,5

# As a short view, part of the list above:
SMILES,BaF3 parental,Ba/F3 V617F tox,RBBP9 inhibitor,NPY-Y2 PAM-ag,S1P4 antag,Runt-CBFb FRET,S1P4 agonist,NPY1 pot ag,NPY Y1 blocker
Cc1cccc(Cn2c(Cc3ccccc3)nc3ccccc32)c1,2,1,-8,15,-9,-2,0.6,6,4
CCc1c(C)nc(SCC(=O)Nc2ccc3c(c2)OCCO3)[nH]c1=O,5,0,-7,-8,-2,1,0.3,4,9
CCC(c1nnnn1C1CCCC1)N1CCN(c2cccc(OC)c2)CC1 (configuration not stated),2,-1,-11,-9,3,0,-1.6,-9,10
O=C1c2ccccc2OC2(C=Cc3ccccc3O2)N1Cc1ccccc1 (configuration not stated),3,1,0,0,0,1,-3.6,11,0

# More structures.
SMILES,BaF3 parental,Ba/F3 V617F tox,RBBP9 inhibitor,NPY-Y2 PAM-ag,S1P4 antag,Runt-CBFb FRET,S1P4 agonist,NPY1 pot ag,NPY Y1 blocker
Cc1[nH]nc2c1C(c1ccccc1F)CC(=O)N2 (configuration not stated),-1,2,-3,5,-17,1,0.0,-7,4
COc1cccc(S(=O)(=O)NCc2ccc(C(=O)NCc3ccco3)cc2)c1,7,6,-6,-5,-40,1,-0.4,-18,3
Cc1cc(NC(=O)C2CCCCC2C(=O)O)no1 (configuration not stated),8,5,3,-7,-22,1,0.5,-2,7
Clc1cccc(-c2ccc(C=Nc3ccc(N4CCOCC4)cc3)o2)c1Cl,3,3,-1,-2,-4,7,2.9,-6,7
COc1ccc(CCNC(=O)c2ccc(CN3CCC(Cc4ccccc4)CC3)cc2)cc1,5,-6,1,2,-12,-4,-1.2,7,5
CC[n+]1c(/C=C/N(C)c2ccccc2)oc2ccc(Cl)cc21,59*,54*,-4,-4,-2,16,-0.9,-8,5
COc1ccc(-c2csc(NS(=O)(=O)c3ccc([N+](=O)[O-])cc3)n2)cc1,6,1,0,5,-3,-3,-1.8,-9,5
COc1ccc(CCNC(=O)CSc2nc3[nH]ncc3c(=O)n2-c2ccccc2OC)cc1OC,0,-4,-10,-3,-8,-1,1.8,9,0
CCN(C(=O)CSc1ccc2ccccc2c1)C1CCS(=O)(=O)C1 (configuration not stated),4,1,-7,0,-15,0,-0.5,-12,4
CCc1nnc(NC(=O)C2CCC(CNc3c(N4CCC(C)CC4)c(=O)c3=O)CC2)s1 (configuration not stated),0,-5,-8,-3,-2,-1,0.7,10,.
CCCNC(=O)Cn1c(=O)/c(=C\c2ccc(-c3ccc([N+](=O)[O-])cc3)o2)s/c1=C\C(=O)C(C)(C)C,5,0,-3,-5,-5,-32,-0.1,0,-3
NC(=O)c1ncc(C(F)(F)F)cc1Cl,-2,-4,4,1,-1,0,1.0,-18,6
CC12CNCC(C)(CN(C(c3ccccc3)c3ccccc3)C1)C2,-1,-1,2,11,-1,-2,2.8,-10,5
CCCN1C(=O)C(Cc2nc3ccccc3c(=O)n2C)c2ccccc21 (configuration not stated),1,-1,6,8,-10,-1,-0.5,16,-1
O=C(COC(=O)CN=C1NS(=O)(=O)c2ccccc21)Nc1ccccc1OC(F)F,0,-1,2,-8,1,1,0.6,-12,4
CC(=O)Nc1nc2c(s1)C(=O)NCCC2,7,4,-6,-9,-10,0,0.6,1,-2
CCNC(=O)NC(=O)COC(=O)C1CSC2(C)CCC(=O)N12 (configuration not stated),6,3,0,-14,1,-1,1.6,-3,7
O=C(CN1C(=O)COc2ccc(Cl)cc21)N1CCc2ccccc21,-2,-1,-11,9,-20,0,1.0,-25,-1
